TGFb inhibitor: qHTS for Inhibitors of TGF-b; HepG2 CAGA-GFP TGF-b/SMAD3 reporter, GFP fluorescence, 18 h; TGF-beta stimulated, 500 pg/mL final; Potency, µM (titrated, usually from 46.1 µM), inactives show at the highest dose activity, negative = inhibition, actives largely listed as inhibitors; 410,000 compounds, 1.2% hits; also: potency is read from the fitted curve at half-maximal effect; % is scaled to controls: 0 for no effect and ±100 for the full control effect; nearly all actives have a fitted effect of over 65% in size
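TGF-beta reporter screen: HEPG2 CAGA-GFP, 1% FBS, 500 pg/mL TGF-beta final, 18 h; per-cell GFP summed per well; curves fitted and categorized by class.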
Nrf2 ARE act: qHTS of Nrf2 Activators | 410,000 compounds, 0.31% hits | AREc32 ARE-luciferase reporter (MCF7-derived line), luminescence, 24 h | AID 624171, 2012 | Potency, µM (series often up to 46.1 µM), without a hit: at the top dose activation, most hits filed as activators; also: potency is read from the fitted curve at half-maximal effect; % of control where 0% means no effect; nearly all actives have a fitted effect of over 65% in size
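For detection, Steady-Glo was added and plates sat 30 min at RT; before that, AREc32_Fluc cells grown overnight in OPTI-MEM/5% FBS had been treated with 23 nL compound for 24 hr at 37 deg C.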
IL2 activator: qHTS of IL-2 Activators. activation, % (series mostly up to about 46 µM). 360,000 compounds, 0.065% hits. IL-2 activation reporter assay, cell-based qHTS; stimulated with anti-CD3/CD4/CD28 beads; in transgenic mouse T cells; in the data active = activation above about 50%; inconclusive = mostly about 30% to 49%; also: 0% is about no effect
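EGFP and DsRed fluorescence is measured by plate cytometry in unstimulated transgenic mouse T cells exposed to compound for 60 minutes, then stimulated 18 hours at 37 degrees C with anti-CD3/anti-CD4 beads plus anti-CD28.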
ATXN2 expr inh: Primary qHTS for Inhibitors of ATXN expression. HEK-293 ATXN2-luciferase reporter, luminescence, 24 h. Potency, µM (titrated, usually from 57 µM), for inactives: at the highest dose activity change, negative = inhibition, actives largely listed as inhibitors. 360,000 compounds, 0.72% hits; also: potency is read from the fitted curve at half-maximal effect; % is scaled to controls: 0 for no effect and ±100 for the full control effect; nearly all actives have a fitted effect of over 55% in size
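ATXN2-luciferase reporter cells (luciferase flanked by upstream and downstream ATXN2 gene portions) were treated 24 h at 37 °C with compounds at up to 57 uM. SteadyGlo luminescence gave expression; GF-AFC fluorescence gave viability.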
Nrf2 block: Nrf2 qHTS screen for inhibitors; Potency, µM (doses to about 46 µM), for the others: at the top dose activity change, negative = inhibition, usual class: inhibitors; 360,000 compounds, 2.1% hits; A549 ARE-Fluc reporter, luciferase luminescence, 18-24 h; also: potency is read from the fitted curve at half-maximal effect; % is scaled to controls: 0 for no effect and ±100 for the full control effect; nearly all actives have a fitted effect of over 60% in size
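Concentration-response testing used A549 ARE_Fluc cells at 5000 cells/well. Following an 18-24 h compound incubation, viability was read by fluorescence (Ex 405/Em 525) and luciferase output by luminescence.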
ATXN viability: Viability Counterscreen for Primary qHTS for Inhibitors of ATXN expression | Potency, µM (top dose mostly 56.7 µM), most hits filed as cytotoxic | AID 651635, 2014 | 400,000 compounds, 0.49% hits | S2 cells (HEK-293 line with an ATXN2-luciferase reporter) viability, CellTiter-Fluor protease fluorescence, 24 h; also: potency is read from the fitted curve at half-maximal effect; nearly all actives have a fitted effect of over 40% in size
EPAC2 ag: qHTS for Agonist of cAMP-regulated guanine nucleotide exchange factor 4 (EPAC2): primary screen; Rap guanine nucleotide exchange factor 4 (Homo sapiens), Q8WZA2; EPAC2 activation, biochemical qHTS; response scale: 100% = 6.5 mM cAMP response; Potency, µM (top dose mostly 154 µM), without a hit: at the highest dose activation, hits mostly activators; 360,000 compounds, 0.079% hits; also: potency is read from the fitted curve at half-maximal effect; nearly all actives have a fitted effect of over 50% in size
Target sequence (Q8WZA2 whole entry, looked up): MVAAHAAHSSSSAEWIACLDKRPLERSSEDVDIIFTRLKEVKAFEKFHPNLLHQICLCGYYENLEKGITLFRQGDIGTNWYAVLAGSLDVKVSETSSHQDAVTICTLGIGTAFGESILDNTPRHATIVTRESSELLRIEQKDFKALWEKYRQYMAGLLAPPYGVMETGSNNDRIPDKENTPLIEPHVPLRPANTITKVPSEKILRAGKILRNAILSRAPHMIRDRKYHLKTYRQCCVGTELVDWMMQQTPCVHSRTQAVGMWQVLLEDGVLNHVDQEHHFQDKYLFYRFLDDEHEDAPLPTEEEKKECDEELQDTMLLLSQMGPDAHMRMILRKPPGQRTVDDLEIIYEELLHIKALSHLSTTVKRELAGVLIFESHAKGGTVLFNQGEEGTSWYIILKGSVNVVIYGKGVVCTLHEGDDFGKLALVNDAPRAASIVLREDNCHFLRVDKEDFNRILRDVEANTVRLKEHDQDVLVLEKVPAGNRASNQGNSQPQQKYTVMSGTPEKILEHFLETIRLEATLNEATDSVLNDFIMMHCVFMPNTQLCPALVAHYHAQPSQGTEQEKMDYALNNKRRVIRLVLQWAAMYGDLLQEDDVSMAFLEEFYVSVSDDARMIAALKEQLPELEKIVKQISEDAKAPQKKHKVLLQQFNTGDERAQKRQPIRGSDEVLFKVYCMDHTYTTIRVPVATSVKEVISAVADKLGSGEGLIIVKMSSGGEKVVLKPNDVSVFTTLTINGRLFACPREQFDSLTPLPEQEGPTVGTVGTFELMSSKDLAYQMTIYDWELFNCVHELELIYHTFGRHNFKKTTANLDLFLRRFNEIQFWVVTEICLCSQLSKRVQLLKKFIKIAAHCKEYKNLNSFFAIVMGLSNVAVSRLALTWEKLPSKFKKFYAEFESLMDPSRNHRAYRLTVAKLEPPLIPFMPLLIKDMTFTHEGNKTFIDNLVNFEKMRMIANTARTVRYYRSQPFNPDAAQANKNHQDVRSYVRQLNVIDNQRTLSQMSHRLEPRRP
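In this primary screen, activation is scored as increased exchange of BODIPY-GDP from Rap1B by 100 nM EPAC2, with 50 uM GDP as competitor. Signal is normalized to the 6.5 mM cAMP agonist control.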
A549 tox: Nrf2 qHTS screen for inhibitors: counterscreen for cytotoxicity. A549 ARE-Fluc cells, CellTiter-Fluor viability, 18-24 h. Potency, µM (titrated, usually from 46 µM), without a hit: top-dose activity change, negative = cytotoxicity, actives largely listed as inhibitors. 390,000 compounds, 0.16% hits; also: potency is read from the fitted curve at half-maximal effect; % is scaled to controls: 0 for no effect and ±100 for the full control effect
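A549 ARE-Fluc cells in 5% FBS OPTI-MEM, 5000 cells/well, rested 2 h then exposed to compounds in concentration-response for 18-24 h at 37 °C. Viability by CellTiter-Fluor fluorescence (Ex 405/Em 525) after 30 min; luciferase luminescence (BugLite, 15 min, RT) read afterwards.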
HepG2 tox: qHTS for Inhibitors of TGF-b: Cytotox Counterscreen | AID 588856, 2011 | 410,000 compounds, 0.76% hits | Potency, µM (doses to about 46.1 µM), for the others: top-dose activity change, negative = cytotoxicity, hits mostly cytotoxic | HepG2 CAGA-GFP viability, ATP luminescence, 18 h; also: potency is read from the fitted curve at half-maximal effect; some results filed as inactive show a strong effect at the top dose
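CellTiter-Glo luminescence gave cytotoxicity after 18 hours at 37 degrees C. The cells were HepG2 CAGA-GFP in 1% FBS DMEM, stimulated with 500 pg/mL TGF-beta after compound addition. %Activity was normalised to no-cell wells (complete cell-killing) and DMSO (no toxicity), and curves were fitted and classified.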
The depositor's hits bear a star; i = inactive; ? = inconclusive; nt = no result given; & = joins results of further samples; [ ] = another dose, or the depositor's remark. Unless noted, calls follow the shape of the dose curve; as a rule, active = well fitted curve in the direction sought with a large enough effect; inconclusive = small, poorly fitted or top-dose-only effect, or another doubt; inactive = no such curve, though single readings can be large; an effect the other way counts as inactive or inconclusive. An unsorted share of the library. Share with any hit: about 4.3%.

SMILES	TGFb inhibitor	Nrf2 ARE act	IL2 activator	ATXN2 expr inh	Nrf2 block	ATXN viability	EPAC2 ag	A549 tox	HepG2 tox
NS(=O)(=O)c1ccc(SCc2ccccc2)nc1	32%[activator]	4.0%	-2.6	13%	-30%	i	8%	4%	8%
CN(Cc1ccc(F)cc1)Cc1nc(-c2cnccn2)no1	21%	0.1%	-3.4	-4%	-4%	i	7%	9%	1%
C#CCNC(=O)C1=C[C@@H](c2ccc3c(c2)OCO3)C[C@@H](OCCCCO)O1	-1%	-0.4%	-1.4	13%	3%	i	6%	-3%	-2%
CCOC(=O)c1cc(-c2sc(NC(=O)c3ccccc3)nc2C)n(Cc2ccccc2)n1	-25%	-1.2%	-2.8	?	nt	?	-5%	nt	-37%
CC1(C(=O)Nc2ccc3ccccc3c2)CCC(=O)N1C1CCN(Cc2ccccc2)CC1 (stereo not given)	?	7.4%	-0.9	-7%	nt	i	5%	nt	-11%
CSCCC(NC(=O)COc1ccccc1)C(=O)N1CCN(C(C)=O)CC1 (stereo not given)	0%	0.4%	1.7	1%	6%	i	4%	6%	-5%
c1ccc(Cn2nnnc2C(c2cccs2)N2CCc3ccccc3C2)cc1 (stereo not given)	?	10.0%	-2.2	?	-2%	i	17%	0%	-24%
CN(C)CCNC(=O)C(=O)c1c(-c2ccccc2)cc2ccccn12	3%	3.1%	-0.6	-16%	23%	?	-1%	0%	-2%
Cc1c(CN2CCN(CC(C)C)C(CCO)C2)[nH]c2ccc(Cl)cc12 (stereo not given)	-21%	4.0%	-1.4	?	1%	i	4%	5%	-29%
CCCCOC(=O)Nc1nnc(SCCOc2ccc(C)cc2)s1	12%	-0.2%	-2.2	-11%	-1%	i	10%	-1%	0%
O=C(NCc1cc(Cl)cc(Cl)c1)c1csc([C@@H]2O[C@H](CO)[C@H](O)[C@H](O)[C@H]2O)n1	-5%	-0.1%	1.5	9%	nt	i	-1%	nt	2%
CCOc1ccc(C(=O)CCC(=O)NCC(=O)Nc2ccc(F)c(F)c2F)cc1	10%	0.2%	-2.1	nt	nt	i	12%	nt	-3%
COC(=O)c1ccc(S(=O)(=O)N2C3CCC2CC(NC(=O)NC2CCCCC2)C3)cc1 (stereo not given)	6%	0.0%	2.2	-23%	16%	i	-1%	-2%	-1%
CCN(Cc1ccccc1)C(=O)Cn1cc(S(=O)(=O)NC)c(S(=O)(=O)NC)c1	24%	-0.4%	1.3	nt	8%	i	14%	15%	-7%
Cc1ccc2nc(-c3ccccn3)c(N)n2c1	17%	-2.1%	-0.1	0%	nt	i	5%	nt	10µM*
O=C(Nc1nnc(C2=COCCO2)o1)c1ccc(F)cc1	15%	-0.6%	-4.0	-15%	?	i	4%	-9%	-13%
Cc1ccc2c(c1)COc1c3ccc(C(=O)O)cc3nn1-2	6%	-1.3%	-0.3	7.9µM*	?	i	-9%	0%	-27%
Clc1ccc2nc(N3CCCCC3)sc2c1	7%	3.8%	-5.9	29%	?	i	2%	-1%	12%
COc1ccc(CNC(=O)COC(=O)c2ccc(Br)o2)cc1	0%	0.4%	-0.7	nt	8%	i	1%	7%	0%
O=C(COC(=O)CCS(=O)(=O)c1ccccc1)NC(=O)c1ccc(OC(F)F)cc1	31%	-0.5%	0.3	0%	-5%	i	-4%	-2%	-14%

4 entries from above, set out differently.
canonical_smiles: O=C(Nc1nnc(C2=COCCO2)o1)c1ccc(F)cc1
  TGFb inhibitor: 15%; Nrf2 ARE act: -0.6%; IL2 activator: -4.0; ATXN2 expr inh: -15%; Nrf2 block: ?; ATXN viability: i; EPAC2 ag: 4%; A549 tox: -9%; HepG2 tox: -13%

canonical_smiles: Clc1ccc2nc(N3CCCCC3)sc2c1
  TGFb inhibitor: 7%; Nrf2 ARE act: 3.8%; IL2 activator: -5.9; ATXN2 expr inh: 29%; Nrf2 block: ?; ATXN viability: i; EPAC2 ag: 2%; A549 tox: -1%; HepG2 tox: 12%

canonical_smiles: Cc1ccc2nc(-c3ccccn3)c(N)n2c1
  TGFb inhibitor: 17%; Nrf2 ARE act: -2.1%; IL2 activator: -0.1; ATXN2 expr inh: 0%; Nrf2 block: nt; ATXN viability: i; EPAC2 ag: 5%; A549 tox: nt; HepG2 tox: 10µM*

canonical_smiles: O=C(COC(=O)CCS(=O)(=O)c1ccccc1)NC(=O)c1ccc(OC(F)F)cc1
  TGFb inhibitor: 31%; Nrf2 ARE act: -0.5%; IL2 activator: 0.3; ATXN2 expr inh: 0%; Nrf2 block: -5%; ATXN viability: i; EPAC2 ag: -4%; A549 tox: -2%; HepG2 tox: -14%

The listing continues:
SMILES	TGFb inhibitor	Nrf2 ARE act	IL2 activator	ATXN2 expr inh	Nrf2 block	ATXN viability	EPAC2 ag	A549 tox	HepG2 tox
CN(C)CCNC(=O)C(=O)Nc1cc2c3c(c1)CCC(=O)N3CCC2	0%	2.2%	0.5	nt	4%	?	-5%	-2%	2%
N#Cc1ccccc1NC(=O)CSc1nnc(-c2ccccc2)n1-c1ccccc1	-9%	6.6%	-0.1	1%	-11%	i	2%	-2%	-36%
O=C(Nc1ccc(N2CCOCC2)cc1)c1cccc(S(=O)(=O)N2CCC(Cc3ccccc3)CC2)c1	1%	0.2%	-2.9	-9%	nt	i	4%	-4%	-10%
N#C/C(=C\c1ccc(F)cc1)C(=O)Nc1ccccn1	-16%	1.1%	-0.1	5%	?	i	4%	20%	-4%
CCN1CCN(C(=O)CN(c2ccc(F)cc2)S(=O)(=O)c2ccc(OC)c(OC)c2)CC1	5%	-0.4%	0.3	9%	-6%	?	6%	-15%	-5%
CCCCCOC(=O)CSc1n[nH]c(=O)[nH]c1=O	7%	1.9%	-1.2	1%	4%	i	0%	0%	-20%
CCc1ccc2ncc3c(-c4ccc(C)cc4)nn(CC(=O)Nc4ccc(C)cc4)c3c2c1	44%[activator]	0.1%	nt	1%	?	i	nt	10%	7%
CCOC(=O)C1CCN(C(=O)c2sc3nc(C)nc(N4CCC(C)CC4)c3c2C)CC1	1%	-0.1%	-2.7	-4%	8%	i	8%	1%	-7%
O=c1cc(O)c2c(=O)n(C3CCCCC3)c3ccccc3c2o1	-8%	0.2%	-2.8	-5%	?	i	-6%	-26%	15%
Cc1ccccc1NC(=O)c1ccc2c(c1)C(=O)N(CCC(C)C)C2=O	8%	0.2%	0.4	-6%	nt	i	0%	4%	10%
COc1ccc(NC(=O)CSCC(=O)Nc2cc(Cl)ccc2N2CCCC2)cc1	-10%	1.5%	-3.3	-14%	-20%	i	4%	-13%	3%
CCCCCCc1ccc(N2C[C@H](CCCCC)[C@@H](CC(=O)NCc3ccc(OC)cc3)C2=O)cc1	?	0.1%	0.0	10%	8%	i	1%	-2%	1%&-13%
CN(C)CCCNC(=O)C(=O)NCC1OCCN1S(=O)(=O)c1cccs1 (stereo not given)	0%	-0.2%	-2.1	2%	8%	i	-4%	-3%	-3%
Clc1cccc(N2CCN(c3nc4ccccc4n4nnnc34)CC2)c1	nt	4.7%	nt	nt	1%	nt	nt	-7%	-13%
CCOC(=O)C1CCN(S(=O)(=O)Cc2ccccc2)CC1	-1%	-0.5%	0.9	2%	-16%	i	6%	2%	-9%
Cc1cccc(N(Cc2cc3ccccc3[nH]c2=O)S(C)(=O)=O)c1	-11%	0.5%	-0.3	20%	-3%	i	6%	-13%	-9%
Cn1c(SCC(=O)NCc2ccc3c(c2)OCO3)nc2scc(-c3cccs3)c2c1=O	-9%	0.7%	2.6	-4%	?	i	-5%	-9%	-28%
CCOC(=O)C(CCCOc1cccc(OC)c1)C(=O)OCC	-6%	0.1%	-1.6	0%	-10%	i	15%	6%	-47%
COCCCN=C1NN=C(c2cc(C)n(-c3ccccc3)c2C)CS1	-1%	6.4%	-4.4	16%	-5%	?	-7%	-8%	-8%
Cc1ccc(-c2nc3ccccc3[nH]2)cc1NC(=O)COc1ccc(Cl)cc1Cl	-34%	3.6%	nt	6%	15%	i	nt	-14%	-32%
O=C(Nc1ccn(Cc2c(F)c(F)cc(F)c2F)n1)c1ccc(COc2ccc(Cl)cc2Cl)o1	?	-0.8%	-1.0	0%	nt	i	5%	-14%	-2%
O=C(c1ccc(CNc2c(N3CCCC3)c(=O)c2=O)cc1)N1CC=C(c2ccccc2)CC1	-8%	0.0%	-0.7	nt	-5%	i	9%	?	-8%
O=S(=O)(Nc1cccc(-c2ccc(N3CCCCC3)nn2)c1)c1cccc(F)c1	-6%	-0.1%	nt	29%	nt	?	nt	-1%	-17%
O=C(CSc1ccc2nnc(-c3ccccn3)n2n1)Nc1nccs1	-4%	-1.3%	-3.7	6%	18%	i	2%	0%	-22%
CC[C@@]12C(=O)N(c3ccccc3)C(=O)N1[C@H](c1ccc(OC)cc1)[C@@H]1C(=O)N(C(C)(C)C)C(=O)[C@@H]12	2%	-2.0%	0.5	0%	6%	i	4%	-1%	12%
O=C(CCCCCn1c(=O)c2sccc2n(CC(=O)Nc2cc(C(F)(F)F)ccc2Cl)c1=O)NCc1ccccc1Cl	?	6.8%	nt	nt	-26%	nt	nt	6%	-12%
CCSc1nnc2ccc(-c3ccc(C)cc3)nn12	-26%	4.6%	0.0	nt	0%	i	-2%	1%	-34%
CN(C)C(=S)N=Nc1[nH]c2ccccc2c1O	2.8µM*	?	-0.9	nt	13%	nt	1%	0%	-72%
CC#CC(=O)NCC1(N(C)Cc2ccccc2)Cc2ccccc2C1	-25%	0.1%	1.0	-2%	-10%	i	6%	-5%	-9%
Nc1nc(O)c(CC(=O)O)s1	2%	0.6%	2.2	5%	-1%	i	-5%	-9%	25%

Compound activity: PubChem BioAssay, National Center for Advancing Translational Sciences (NCATS)
